Screens (PubChem BioAssay)
Salmonella PhoP GFP: PhoP regulon inhibitors, Salmonella typhi PhoP promoter GFP reporter, confirmatory (AID 1850) | 310,000 tested, 0.33% active | Salmonella Typhi PhoP-promoter GFP reporter, fluorescence, 4 h; higher % means a stronger effect | inhibition, % at 50 µM, or IC50 in µM where a hit was titrated; in the data active = a potency from the dose series; inconclusive = inhibition mostly from about 25% at the one dose, without a potency; inactive = the rest, 99 in 100 with inhibition below about 19%;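 also: 0% = induced wells with vehicle and 100% = uninduced wells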
M. tuberculosis: growth inhibition of non-replicating M. tuberculosis (AID 488890) | 320,000 tested, 0.39% active | inhibition, % at 25 µM, or IC50 in µM where a hit was titrated | Mycobacterium tuberculosis non-replicating, growth inhibition; higher % means a stronger effect; in the data active = a potency from the dose series; inconclusive = inhibition mostly from about 82% at the one dose, without a potency; inactive = the rest, 99 in 100 with inhibition below about 76%;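 also: plate controls were DMSO cells for no effect and high antibiotic wells for full effect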
inhibitors of VEEV: inhibitors of VEEV TC-83 cytopathic effect, confirmation, Vero cells (AID 588727); Vero cells, VEEV TC-83 cytopathic effect inhibition; higher % means a stronger effect; one-dose inhibition, % at 20 µM; IC50 in µM for titrated hits; 350,000 tested, 0.13% active; in the data active = a potency from the dose series; inconclusive = inhibition mostly from about 14% at the one dose, without a potency; inactive = the rest, 99 in 100 with inhibition below about 12%; also: strong numbers were not always called active
influenza NS1A: H1N1 influenza NS1A inhibitors, functional cell based assay (AID 504329) | NS1A functional cell-based assay, percent inhibition; higher % means a stronger effect | one-dose inhibition, % at 12.5 µM; IC50 in µM for titrated hits | 340,000 tested, 0.3% active; in the data active = a potency from the dose series; inconclusive = inhibition above about 27% without an active follow-up result; also: strong numbers were not always called active
H37Rv inhibition: M. tuberculosis growth inhibition, HTS (AID 449762). M. tuberculosis H37Rv growth inhibition, 7H9 media; higher % means a stronger effect. inhibition, % at 25 µM, or IC50 in µM where a hit was titrated. 330,000 tested, 0.59% active; in the data active = a potency from the dose series; inconclusive = inhibition above about 70% without an active follow-up result;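 also: bacterial growth assessed after seven days of incubation; strong numbers were not always called active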
inhibitors of VEEV 10K pilot screen: second read-out of inhibitors of VEEV, no call of its own (marks repeat the call); inhibition, %; measured here: 10K pilot screen inhibition
An asterisk follows results filed as active; i = inactive; ? = inconclusive; / = no result given; & = joins results of further samples.

SMILES	Salmonella PhoP GFP	M. tuberculosis	inhibitors of VEEV	influenza NS1A	H37Rv inhibition	others
CC(OC(=O)CCN=C1NS(=O)(=O)c2ccccc21)C(=O)N(C)c1ccccc1 (stereo not drawn)	-1%	-4%	3.4%	-11%	0%
O=C(COc1ccc(F)c(Cl)c1)c1ccc[nH]1	-7%	72%	1.7%	-11%	-4%	inhibitors of VEEV 10K pilot screen=0.6
Cn1c(=O)c2cc(S(=O)(=O)NCCC(=O)Nc3ccc(F)cc3F)ccc2n(C)c1=O	11%	-9%	0.9%	-8%	-8%
CCOc1ccc(N(C)S(=O)(=O)c2cc(-c3cc(C)no3)ccc2C)cc1	1%	42%	8.3%	-4%	51%
COc1ccc(Cc2nnc(SCC(=O)N3CCc4ccccc4C3)o2)cc1	-5%	?	i	-10%	-4%
c1cncc(CNCc2ccco2)c1	-2%	-6%	1.4%	-25%	-7%
CC(Sc1nc2ccccc2c(=O)n1CCCN1CCOCC1)C(=O)N1CCc2ccccc21 (stereo not drawn)	/	/	0.2%	-11%	/
CCOC(=O)CN(C(=O)CSc1nnc(COc2ccc(OC)cc2)n1CC)c1ccccc1	5%	45%	1.4%	9%	-2%
COc1ccc(C2CCCN2C(=S)Nc2cccc(Cl)c2)cc1OC (stereo not drawn)	9%	5%	3.2%	-4%	-4%
O=C(O)c1ccc(Cl)c(S(=O)(=O)N(Cc2ccccc2)c2ccc(Cl)cc2)c1	-6%	4%	0.1%	17%	-2%
CCCC(CCC)C(=O)Nc1c[nH]c(=O)[nH]c1=O	5%	0%	0.7%	21%	6%
O=C(Nc1cccc(S(=O)(=O)Nc2ccccc2Cl)c1)c1ccc(Cl)nc1	4%	-11%	1.1%	-4%	4%
O=c1c2ccccc2nc2n1C1(CCCCC1)Cc1ccccc1-2	-3%	16%	i	-3%	1%
CC1CCN(C(=O)COC(=O)CCC(=O)c2cccs2)CC1	/	/	4.2%	-4%	/
CCOC(=O)c1ccc(N(CC(=O)NCC2CCCO2)C(=O)CCC(=O)Nc2cc(C)on2)cc1 (stereo not drawn)	16%	-8%	0.2%	-9%	-5%

5 compounds drawn at random from those above:
SMILES	Salmonella PhoP GFP	M. tuberculosis	inhibitors of VEEV	influenza NS1A	H37Rv inhibition	others
CC(Sc1nc2ccccc2c(=O)n1CCCN1CCOCC1)C(=O)N1CCc2ccccc21 (stereo not drawn)	/	/	0.2%	-11%	/
CCOC(=O)c1ccc(N(CC(=O)NCC2CCCO2)C(=O)CCC(=O)Nc2cc(C)on2)cc1 (stereo not drawn)	16%	-8%	0.2%	-9%	-5%
CCCC(CCC)C(=O)Nc1c[nH]c(=O)[nH]c1=O	5%	0%	0.7%	21%	6%
c1cncc(CNCc2ccco2)c1	-2%	-6%	1.4%	-25%	-7%
CC(OC(=O)CCN=C1NS(=O)(=O)c2ccccc21)C(=O)N(C)c1ccccc1 (stereo not drawn)	-1%	-4%	3.4%	-11%	0%

(list continues)
SMILES	Salmonella PhoP GFP	M. tuberculosis	inhibitors of VEEV	influenza NS1A	H37Rv inhibition	others
CC1CC(OC(=O)C(O)c2ccccc2)CC(C)(C)N1C (stereo not drawn)	1%	-8%	0.8%	7%	1%
Cc1[nH]nc2nc3c(c(OC(=O)c4ccccc4)c12)c(=O)n(C)c(=O)n3C	-10%	/	/	/	100%
O=C(c1ccc(Cl)cc1)N1CCN(c2ccc([N+](=O)[O-])c(NCc3cccnc3)c2)CC1	-7%	/	7.1%	13%	-10%
CC(C)NC1=C(Cl)C(=O)c2ccccc2C1=O	1%	7%	2.8%	26%	0%
CCCNC(=O)c1[nH]c(C)c(C(C)=O)c1C	-6%	-7%	i	3%	8%
NC(=S)N/N=C/c1ccc(/C=N/NC(N)=S)cc1	6%	40%	0.3%	-6%	-3%
COc1ccccc1NC(=O)C(=O)c1cn(CC(=O)N2CCOCC2)c2ccccc12	-1%	-2%	2.5%	6%	4%
CCOC(=O)c1c(CN2CCOCC2)n(-c2ccccc2)c2cc(Br)c(O)c(CN(C)C)c12	-2%	4%	7.6%	13%	1%
CN(C)NC(=S)Nc1ccc2nc(-c3ccccn3)c(-c3ccccn3)nc2c1	-16%	7%	7.7%	12%	-1%
COc1ccc(CCNC(=O)c2ccc3nc(N4CCCCC4)sc3c2)cc1OC	-8%	50%	9.2%	14%	2%
CCOC(=O)C1=CN(Cc2cccc(-c3ccc(Cl)nc3)c2)S(=O)(=O)N(C)C1C (stereo not drawn)	/	/	3.1%	-11%	/
CC(C)N1CN(c2ccccc2)C(=S)N(c2ccccc2)C1	27%	44%	12%	9%	3%
CN(C(=O)CN1CCN(c2cnn(-c3ccccc3)c(=O)c2Cl)CC1)C1CCS(=O)(=O)C1 (stereo not drawn)	/	0%	2.7%	-17%	5%
CCOC(=O)Cc1csc(NC(=O)CCN2C(=O)c3cccc([N+](=O)[O-])c3C2=O)n1	10%	-9%	2.0%	4%	4%
O=C(N/N=C/c1ccc(O)cc1)c1ccc(COc2cc(Cl)ccc2Cl)o1	-4%	14%	13%	2%	-1%
CCCc1cnc(N2CCN(C(=O)c3c(-c4ccccc4)noc3C)CC2)nc1	-4%	21%	8.2%	-1%	0%
CCc1ccc2oc(C(=O)Nc3nonc3C)c(C)c2c1	7%	14%	3.9%	3%	8%
c1ccc(-c2nn3c(Cn4nnc5ccccc54)nnc3s2)nc1	-8%	-7%	i	-6%	-12%
O=C(Nc1ccn(Cc2c(F)c(F)cc(F)c2F)n1)c1ccc(COc2ccccc2Cl)cc1	-7%	20%	0.7%	-13%	0%
COc1cc(-n2c(C)nc3cc(C(=O)NCC4CCCO4)ccc32)cc(OC)c1OC (stereo not drawn)	2%	2%	i	2%	-7%
Cc1ccc(NC(=O)c2ccn(C)n2)c(Br)c1	9%	-2%	0.3%	4%	-5%
O=C(N/N=C/c1ccccc1)C1CCCN1C(=O)c1cc([N+](=O)[O-])cc([N+](=O)[O-])c1 (stereo not drawn)	-4%	43%	2.3%	-6%	15%
COc1ccc2cc(C)c3nnc(SCC(=O)Nc4cc(OC)c(OC)cc4C(=O)O)n3c2c1	-3%	4%	1.7%	-4%	0%
COc1cccc(CN2CC(C(=O)NCc3cccc(N4CCCC4)c3)CCC2=O)c1 (stereo not drawn)	4%	39%	0.9%	18%	64%
COc1ccc(NC(=O)c2oc3ccccc3c2NC(=O)c2ccc(OC)c(OC)c2)c(OC)c1	/	/	2.5%	11%	/
COc1ccc(S(=O)(=O)N2CCCc3ccccc32)cc1[N+](=O)[O-]	1%	4%	i	0%	4%
CC(=O)Nc1ccc(-c2nc(C)c(C(C)=O)n2O)cc1	-13%	57%	0.7%	1%	-14%
COC(=O)CCSc1cc(NCCOC(C)=O)c([N+](=O)[O-])c2nonc12	-2%	/	1.3%	-4%	27%
CCN1CCN(CC(=O)Nc2ccc(C(C)=O)cc2)CC1	0%	-12%	0.8%	17%	2%
CC1CC(C)CN(C(=O)CSCC(=O)Nc2nc(-c3cccs3)cs2)C1 (stereo not drawn)	-5%	7%	0.1%	-3%	-8%	inhibitors of VEEV 10K pilot screen=0.3
CN(C)c1ccc(C(=O)C(=O)c2ccccc2)cc1	8%	42%	i	4%	5%
O=C(O)c1ccccc1C(=O)c1ccc2c(c1)N(Cc1ccc(Cl)c(Cl)c1)C(=O)CO2	1%	8%	4.1%	2%	-1%
O=C(COC(=O)C1CC(=O)N(Cc2ccccc2)C1)c1ccc(Br)cc1 (stereo not drawn)	1%	32%	1.3%	30%	4%
CN(C)C(=O)N1CCC(C(=O)NCc2ccccc2Cl)CC1	-10%	3%	0.4%	-1%	-6%
O=C(c1ccc(Cl)cc1)C1CCCN(C2CCSCC2)C1 (stereo not drawn)	8%	35%	1.3%	/	23%
CN(C)S(=O)(=O)NCc1ccc2c(c1)OCO2	7%	-9%	0.7%	1%	-1%	inhibitors of VEEV 10K pilot screen=0.6
NC(=S)N/N=C/c1ccc(Br)o1	-3%	?	0.2%	-10%	?
CC(=O)c1cc2c(cc1NC(=O)CCNC(=O)c1ccccc1Cl)OCO2	1%	15%	i	7%	8%
CCc1nnc(NC(=O)CC(=O)Nc2ccccc2C(=O)O)s1	9%	3%	1.8%	16%	-4%
Cc1nonc1OCCCNc1ccc([N+](=O)[O-])cc1Cl	5%	3%	0.7%	-1%	1%
Cc1ccc(CC(NC(=O)C2CCCCC2)C(=O)O)cc1 (stereo not drawn)	/	/	i	-5%	/
CSCCC(NC(=O)c1ccccc1)C(=O)OCC(=O)N(C)CCC#N (stereo not drawn)	0%	5%	0.1%	3%	0%
O=C(Nc1ccccc1)c1cc([N+](=O)[O-])ccc1NCc1cccnc1	-11%	32%	0.5%	4%	16%
COC(=O)CCCC(=O)N1CCC(n2nccc2NC(=O)CCOc2ccccc2)CC1	-8%	14%	i	-4%	-7%
CN(C)c1cccc2c(/C=N/O)ccc(N(C)C)c12	4%	1%	0.4%	5%	4%

The final five records of the section before are carried over, then new ones follow:
SMILES	Salmonella PhoP GFP	M. tuberculosis	inhibitors of VEEV	influenza NS1A	H37Rv inhibition	others
Cc1ccc(CC(NC(=O)C2CCCCC2)C(=O)O)cc1 (stereo not drawn)	/	/	i	-5%	/
CSCCC(NC(=O)c1ccccc1)C(=O)OCC(=O)N(C)CCC#N (stereo not drawn)	0%	5%	0.1%	3%	0%
O=C(Nc1ccccc1)c1cc([N+](=O)[O-])ccc1NCc1cccnc1	-11%	32%	0.5%	4%	16%
COC(=O)CCCC(=O)N1CCC(n2nccc2NC(=O)CCOc2ccccc2)CC1	-8%	14%	i	-4%	-7%
CN(C)c1cccc2c(/C=N/O)ccc(N(C)C)c12	4%	1%	0.4%	5%	4%
CCCC(CCC)C(=O)O	-12%&-9%	4%&0%	i	-7%&-1%	0%&4%
Cc1ccc(NC(=O)c2ccc(NCCCN3CCC(C)CC3)c([N+](=O)[O-])c2)c(C)c1	-6%	7%	0.2%	1%	-1%
CCOC(=O)c1c(-c2ccccc2)oc2ccc(O)c(CN3CCOCC3)c12	4%	36%	6.5%	26%	?
N#C/C(=N\Nc1c(Cl)cccc1Cl)C(=O)NN	1%	1%	8.8%	-4%	-2%
COc1cc(NC(=O)COc2cc(C)cc3oc(=O)c(C)c(C)c23)cc(OC)c1OC	-2%	3%	1.7%	8%	2%
CC(C)(O)C(=O)Nc1ccc([N+](=O)[O-])c(C(F)(F)F)c1	/	?	0.1%	-2%	?
Cc1ccc(CNc2nc(N)c([N+](=O)[O-])c(Nc3cccc(F)c3)n2)cc1	1%	5%	i	7%	-6%
COc1ccc(C2CC(c3cccc(F)c3)=NN2c2ccc(S(N)(=O)=O)cc2)cc1 (stereo not drawn)	/	/	24%	-24%	/

Random draw from the library; overall some 1.6% were active at least once.
